Bioassay records as filed in PubChem.
ER stress rescue: protection against thapsigargin-triggered cell killing – 384-well, CSM14.1, ATP luminescence, primary screen (AID 1222). CSM14.1 thapsigargin-induced death rescue, ATP luminescence; higher % means a stronger effect. cellular ATP content (survival), % at 20 µM; hits with a dose series show EC50 in µM. 190,000 tested, under 10 active;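 active = EC50 below 50 µM in the dose-response confirmation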;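 note: death triggered by thapsigargin at about 15 µM added after 2 h compound pretreatment; cell ATP read after overnight thapsigargin exposure of roughly 18 to 22 hours; normalized against plate controls of thapsigargin alone and 5% DMSO vehicle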
human PMI inhibitors: human PMI inhibitors, high substrate, primary screen, biochemical, fluorescence intensity, high mannose 6-phosphate (AID 1220); recombinant PMI enzyme, coupled fluorescence intensity; higher % means a stronger effect; one-dose inhibition, % at 20 µM; IC50 in µM for titrated hits; 190,000 compounds, 0.66% hits
P. falciparum M1AAP: P. falciparum M1AAP inhibitors, biochemical, fluorogenic H-Leu-NHMec substrate, 1536-well (AID 1445) | recombinant M1AAP, H-Leu-NHMec fluorogenic kinetic assay; higher % means a stronger effect | inhibition, % at 30 µM; hits with a dose series show IC50 in µM | 220,000 compounds, 0.42% hits;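 active = primary inhibition above the hit cutoff, then over 50% inhibition at one or more dose response concentrations, cut at about 23% in these data, passing the limit was not always enough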;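 note: plate controls were DMSO full reaction for no effect and no enzyme background for full effect; strong numbers were not always called active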
TNAP activation fold: human TNAP enzyme activators, primary screen, biochemical, luminescent, no phosphate acceptor, uHTS (AID 1001); purified TNAP, luminescent activation assay, no phosphate acceptor; higher activation fold means a stronger effect; activation fold at 20 µM; hits with a dose series show EC50 in µM; 200,000 compounds, 0.03% hits; in the data active = activation fold from about 3, or a potency from the dose series; inactive = the rest, 99 in 100 with activation fold below about 1.6; note: many of its hits are not listed in these tables
WT yeast gro inh: growth inhibition of WT yeast, mitochondrial fusion screen; mitochondrial fusion phenotypic screen, WT strain; inhibition, % at 10 µM; 190,000 compounds, 2.1% hits; in the data active = inhibition above about 58%; tested in S. cerevisiae
K1F lysis inhibition: protection from phage-mediated lysis, alamar blue read-out – E. coli UTI89, K1F phage, bacterial capsule biogenesis inhibitors (AID 488966); E. coli UTI89 K1F phage lysis, alamar blue, 2 h; higher % means a stronger effect; inhibition, % at 100 µM, or IC50 in µM where a hit was titrated; 340,000 compounds, 0.02% hits;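 active = phage lysis inhibition, versus mean bacterial control, above a set limit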;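 note: capsule biogenesis inhibitors block K1F phage lysis so surviving cells raise fluorescence; higher fluorescence means more inhibition of phage lysis; actives were called in the ten point dose series up to 300 µM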
Lipid droplet: modulators of hepatic lipid droplet formation. 240,000 compounds, 0.4% hits. AML12 mouse hepatocytes, oleate lipid droplets, BODIPY imaging. inhibition, % at 6.5 µM;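 active = lipid droplet intensity inhibited by at least 50%, with more than 500 cells counted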
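Material – AML12 mouse liver cells · Also added – oleate loading, 100 µM · Compound dosing – 6.5 µM single-point dosing · Times – overnight treatment with compound plus oleate · Measured by – fluorescence imaging, 20x objective, two fields per well · Read-out – percent inhibition of filter-corrected integrated lipid droplet intensity per well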
PMI inhibitors: MPI enzyme activity inhibition – biochemical, fluorescence intensity, coupled assay, primary screen (AID 1209); purified PMI enzyme, coupled fluorescence intensity; higher % means a stronger effect; one-dose inhibition, % at 20 µM; IC50 in µM for titrated hits; 190,000 compounds, 0.42% hits;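 note: plate controls were DMSO vehicle for no effect and wells lacking substrate for full effect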
Myeloid diff MLP: promotes myeloid progenitor differentiation | 360,000 compounds, 1% hits | ER-HoxA9 myeloid progenitors, lysozyme-GFP differentiation, flow cytometry | calls only at 10 µM;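 active = normalized GFP-positive differentiation at or above the plate's own cutoff, the solvent-only control mean plus 3 SD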;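 note: cells exposed to compound for four days before flow analysis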
WT yeast gro inh mutant strain: second read-out of WT yeast gro inh, no call of its own (marks repeat the call); inhibition, %; mitochondrial fusion phenotypic screen, mutant strain inhibition
Lipid droplet cells 6.5 µM: recorded beside Lipid droplet, whose call it bears; cell count; measured here: cell count, cytotoxicity flag;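 cells counted across two imaged fields per well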
Myeloid diff MLP GFP+ MAC1+ %: also measured in Myeloid diff MLP; calls as there; GFP+ MAC1+ double positive, %; measured here: differentiation confirmed by MAC1 staining
An asterisk follows results filed as active; i = inactive; . = not tested or not shown; [ ] = dose if it differs, or a comment. Cut-off read from the data, not from the text of the source, unless noted: active = inhibition above about 50%; inactive = the rest.

SMILES | ER stress rescue | human PMI inhibitors | P. falciparum M1AAP | TNAP activation fold | WT yeast gro inh | WT yeast gro inh mutant strain | K1F lysis inhibition | Lipid droplet | Lipid droplet cells 6.5 µM | PMI inhibitors | Myeloid diff MLP | Myeloid diff MLP GFP+ MAC1+ %
COc1ccc(OCC(O)CNC(=O)Nc2ccc(F)cc2)cc1 (stereo unspecified) | . | . | 1.4% | . | . | . | 0.9% | -0.3 | 699 | . | i | 0.9
Cc1cc(C)n(-c2ccc(C(=O)NCc3ccc4c(c3)OCO4)cc2)n1 | 2.0% | 7.2% | 10.6% | 1.1 | -4.6 | -9.8 | 3.1% | . | . | 1.1% | i | 0.7
Cc1ccc(Cn2c(SCC(N)=O)nc3c2c(=O)n(C)c(=O)n3C)cc1 | -2.0% | 21.3% | -0.1% | 1 | -10.5 | -11.6 | 4.7% | -5.5 | 689 | 23.6% | i | 4.1
CN1CCN(C(=S)c2ccc(OCC(=O)Nc3cccc(C(F)(F)F)c3)cc2)CC1 | -0.5% | -10.3% | -1.8% | 1.1 | 14.8 | 2.9 | 1.4% | -3.6 | 683 | -2.0% | i | 1.0
NC(=O)C(c1ccccc1)C1CCCC1 (stereo unspecified) | -1.2% | 14.9% | 4.9% | 1.1 | 3.2 | 11.5 | 0.7% | -6.0 | 696 | 13.7% | i | 1.3
Cn1c(N)c(C(=O)COC(=O)CCCN2C(=O)c3ccccc3C2=O)c(=O)n(C)c1=O | 0.1% | -5.8% | 9.6% | 1.1 | -10.6 | 10.1 | 0.7% | 3.8 | 677 | -5.1% | i | 0.2
COc1ccc(/C=C/C(=O)Oc2ccc(/C=N/NC(=O)c3ccccc3)cc2)cc1OC | -2.1% | -14.9% | 0.5% | 1.2 | 2.5 | -11.0 | -0.1% | -9.2 | 592 | -5.2% | i | 0.4
CCOC(=O)C1CCCN(c2c(NCCN3CCCCC3CC)c(=O)c2=O)C1 (stereo unspecified) | -0.9% | -4.9% | 8.9% | 1.1 | -6.5 | -19.6 | -0.2% | . | . | -3.5% | i | 1.6
COc1ccc(C(=O)n2ncc(C#N)c2N)cc1 | 0.4% | -3.7% | 11.2% | 1 | -3.5 | -14.8 | 0.4% | 2.5 | 654 | 1.6% | i | 0.3
CC1(C)NC(=O)N(CC(=O)OCC(=O)Nc2cc(S(=O)(=O)N3CCCCC3)ccc2Cl)C1=O | 0.2% | -24.0% | 2.6% | 1.1 | 2.4 | 19.3 | 0.2%[50 µM] | -0.9 | 615 | -28.2% | i | 0.3
Cc1nc(-c2ccc(Cl)cc2)sc1C1(C)CC(c2ccc(OC(F)(F)F)cc2)=NO1 (stereo unspecified) | . | . | -0.7% | . | . | . | 0.7% | 2.9 | 733 | . | i | 1.3
O=C(NCc1ccco1)c1cc(S(=O)(=O)N2CCCc3ccccc32)ccc1Cl | 4.3% | 13.0% | 6.9% | 1.1 | 22.0 | -0.5 | 0.3% | 3.2 | 746 | 8.5% | i | 0.8
CCOc1ccc(NC(=O)C(C)Sc2nnc(C)n2C)cc1 (stereo unspecified) | . | 5.3% | 1.0% | 1.2 | -6.5 | -3.8 | 5.3% | 2.8 | 719 | 4.9% | i | 5.5
CCCCC(=O)NC(N1CCCCC1)C(Cl)(Cl)Cl (stereo unspecified) | -0.6% | 4.8% | 2.8% | 1.1 | -6.7 | 3.9 | 0.5% | . | . | 5.8% | i | 0.5
O=C(Nc1nc(-c2ccc(-c3ccccc3)cc2)cs1)c1cc([N+](=O)[O-])ccc1N1CCOCC1 | 3.8% | 1.3% | 3.5% | 1.1 | 0.2 | 8.2 | 0.4% | -1.6 | 748 | 6.8% | i | 0.3
C#CCn1c(S(=O)(=O)Cc2ccc(F)cc2)nc(-c2ccccc2)c1-c1ccccc1 | 0.0% | 15.5% | -4.4% | 1.1 | 0.9 | -7.1 | 0.7% | 12.4 | 699 | 17.0% | i | 3.3
CC1(C)CC(=O)C2=C(C1)N(c1ccccc1)C(N)=C(C#N)C2c1cccnc1 (stereo unspecified) | 2.0% | 15.5% | 5.9% | 1.1 | 24.4 | 10.5 | 0.4% | . | . | 7.7% | i | 0.9
O=C(CN1C(=O)NC2(CCCCC2)C1=O)NCc1cccs1 | -1.2% | -2.6% | -2.1% | 1.1 | -9.9 | -0.1 | 1.8%[50 µM] | -1.9 | 632 | 9.3% | i | 0.3
Cc1ccc(C2=NN3C(C2)c2ccccc2OC32C(=O)Nc3ccccc32)cc1 (stereo unspecified) | -1.3% | 12.9% | 12.2% | 0.8 | -4.3 | -2.9 | 0.0% | . | . | 5.9% | i | 1.1
O=C1CCCCCC1C1(O)C(=O)Nc2ccccc21 (stereo unspecified) | . | 6.3% | -0.7% | 1.1 | 5.0 | -3.4 | 0.0% | -8.7 | 703 | 7.2% | i | 1.0
CCCCOC(=O)C1=C(C)Nc2ncnn2C1c1ccc(OC)c(OC)c1OC (stereo unspecified) | -0.4% | 0.1% | 3.1% | 1 | -4.0 | 4.0 | 0.3% | -3.7 | 731 | 4.5% | i | 0.4
O=C(CNc1ccccc1C(=O)O)c1ccccc1 | . | . | 6.7% | . | . | . | -1.3% | -1.7 | 767 | . | i | 0.1
CCOc1cccc2c1OC1(C)CC2NC(=O)N1Cc1ccccc1 (stereo unspecified) | -4.0% | -3.6% | 5.8% | 1.1 | 9.1 | 1.0 | 0.1% | 4.9 | 646 | -1.0% | i | 0.1
c1ccc(Cn2ccc(-c3cnc(-c4ccccc4)s3)n2)cc1 | -2.1% | 1.3% | 4.5% | 1.2 | 1.7 | -34.5 | 0.8% | 9.2 | 785 | 3.7% | i | 1.0
CS(=O)(=O)N(CC(=O)Nc1cccc(F)c1)c1cccc([N+](=O)[O-])c1 | -1.8% | 7.1% | 2.6% | 1.1 | 12.3 | -2.6 | 0.5% | . | . | 3.5% | i | 0.7
CC(C)N(C(=O)COc1ccc(Br)cc1Cl)C(C)C | 0.6% | 1.4% | 1.6% | 1.1 | 9.3 | 0.7 | -0.2% | . | . | 4.0% | i | 1.0
COc1ccccc1CNC(=O)CN(CCc1ccccc1)S(C)(=O)=O | 9.8% | 5.5% | -2.7% | 1 | 5.3 | -0.7 | -0.4% | -4.1 | 673 | 1.7% | i | 0.3
Cn1cnc2ccc([N+](=O)[O-])cc2c1=O | -0.9% | -5.3% | 1.7% | 1 | 0.8 | 3.2 | 0.3% | 11.0 | 704 | -6.0% | i | 0.6
CCOC(=O)C1CCN(C(=O)c2sc3ncnc(N4CCC(C)CC4)c3c2C)CC1 | 4.5% | -1.4% | 1.3% | 1.1 | 21.6 | -1.3 | 6.0% | 0.9 | 733 | -3.3% | i | 0.4
Cc1c(C)n(CCC#N)c2ccc(Cl)cc12 | 0.7% | 0.1% | 4.2% | 1.1 | -18.8 | -5.4 | 0.1%[50 µM] | 8.1 | 638 | -3.0% | i | 0.6
CC(C)C(c1nnnn1C1CCCCC1)N1CCCc2ccccc21 (stereo unspecified) | 7.1% | 8.3% | 4.4% | 1.1 | 41.9 | 8.4 | 1.1% | -2.9 | 728 | 1.7% | i | 0.7
Cc1ccc(OCCCC(=O)Nc2ccc(Br)cc2)cc1 | -1.1% | 10.4% | -2.5% | 1.1 | -5.1 | 4.4 | 0.4% | 2.3 | 665 | 8.5% | i | 1.3
S=c1[nH]c2ccccc2o1 | -0.3% | -55.0% | -7.5% | 1 | 18.1 | 12.5 | 0.5% | -3.9 | 671 | -42.5% | i | 0.1
Cn1ccnc1Sc1nnnn1-c1ccccc1 | . | 8.2% | 4.3% | 1.1 | -5.4 | 10.6 | 1.4% | 2.2 | 613 | 8.6% | i | 0.7
CCN(CC)C(=O)C1CCCN(c2ccc([N+](=O)[O-])cc2/C=N/NC(=O)c2cccc(O)c2)C1 (stereo unspecified) | -4.7% | 10.1% | 30.0% | 1 | 3.1 | -18.9 | -0.8% | -4.9 | 717 | 16.8% | i | 1.0
O=C(NCc1cccnc1)C1CCN(S(=O)(=O)N2CCC3(CC2)OCCO3)CC1 | -1.0% | -2.6% | 3.2% | 1.1 | 4.7 | 5.2 | 1.8% | . | . | -1.0% | i | 6.9
CC(=O)Nc1ccc2c(c1)nc1n2CCOC1 | -0.7% | 7.2% | -2.1% | 1.1 | -16.7 | -16.4 | 0.3% | 2.4 | 754 | 4.2% | i | 4.9
CC1(C)CC(=O)C=C(NNC(=O)c2ccccc2)C1 | -2.4% | 17.7% | 2.5% | 1.1 | -8.8 | -0.5 | 1.8% | -1.4 | 630 | 6.8% | i | 0.5
Cc1nc2ccc(C(=O)NCc3ccc4c(c3)OCO4)cc2s1 | -0.3% | 13.8% | 0.5% | 1.1 | 64.2* | 55.1* | -1.0% | 1.5 | 678 | 12.1% | i | 0.2
COc1ccc(-n2c(SC3CCOC3=O)nc3ccccc3c2=O)cc1Cl (stereo unspecified) | -0.1% | 9.8% | 0.0% | 1 | 4.4 | -0.8 | -2.4% | 4.1 | 686 | 4.4% | i | 0.3
Cc1cccc(C(=O)Nc2ccc(NC(=O)Cc3ccc(Cl)cc3)cc2)c1 | 1.1% | -9.0% | 0.0% | 1.2 | -9.9 | 7.6 | 2.7%[50 µM] | 20.6 | 608 | -0.9% | i | 0.2
COc1ccc(Nc2ccc3nnc(-c4ccc(Br)cc4)n3n2)cc1 | -0.6% | -5.8% | -0.8% | 1.1 | -6.7 | -1.0 | . | . | . | -4.0% | . | .
CCCCCCOc1ccc(-c2ccc(C#N)cn2)cc1 | -1.1% | 19.1% | 5.7% | 1.1 | 30.2 | 42.5 | 0.0% | -10.5 | 548 | 20.1% | i | 0.6

Three of these compounds, set out differently:
compound	ER stress rescue	human PMI inhibitors	P. falciparum M1AAP	TNAP activation fold	WT yeast gro inh	WT yeast gro inh mutant strain	K1F lysis inhibition	Lipid droplet	Lipid droplet cells 6.5 µM	PMI inhibitors	Myeloid diff MLP	Myeloid diff MLP GFP+ MAC1+ %
CCCCOC(=O)C1=C(C)Nc2ncnn2C1c1ccc(OC)c(OC)c1OC (stereo unspecified)	-0.4%	0.1%	3.1%	1	-4.0	4.0	0.3%	-3.7	731	4.5%	i	0.4
O=C(CNc1ccccc1C(=O)O)c1ccccc1	.	.	6.7%	.	.	.	-1.3%	-1.7	767	.	i	0.1
CCOc1cccc2c1OC1(C)CC2NC(=O)N1Cc1ccccc1 (stereo unspecified)	-4.0%	-3.6%	5.8%	1.1	9.1	1.0	0.1%	4.9	646	-1.0%	i	0.1
